High-throughput results (PubChem BioAssay)
Anesthetic bind: qHTS Assay for Identification of Novel General Anesthetics; apoferritin/1-aminoanthracene competitive binding, fluorescence; Potency, µM (highest dose often 77.5 µM), without a hit: at the highest dose activity change, negative = displacement, usual class: inhibitors; actives 0.074% (n = 350,000); AID 485281, 2010; note: potency is the fitted concentration of half-maximal effect; % is set by controls: 0 for no effect and ±100 for the full control effect; nearly all actives have a fitted effect of over 20% in size
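10 uM apoferritin + 50% sat. 1-AMA, PBS; cpd 10 min RT; Ex380/Em535 endpoint; normalized to free probe vs complex; 4-param Hill fit; propofol titration as pos. ctrl.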
POLK inh: qHTS for Inhibitors of Polymerase Kappa; AID 588579, 2011; DNA polymerase kappa (Homo sapiens), Q9UBT6; actives 0.53% (n = 400,000); purified Pol kappa, fluorescent DNA synthesis assay, 10 min; Potency, µM (series often up to 107 µM), for the others: top-dose activity, negative = inhibition, usual class: inhibitors; note: potency is the fitted concentration of half-maximal effect; % is set by controls: 0 for no effect and ±100 for the full control effect
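Fluorescent qHTS in 1536-well format: enzyme (10 nM) and compound sat 15 min at room temperature before 50 nM substrate (final) was added. Signal taken at 0 and 10 min; no-enzyme buffer wells were negative controls.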
POLB inh: qHTS Assay for Inhibitors of DNA Polymerase Beta | P06746 | Pol beta primer extension/strand displacement, fluorescence kinetic | Potency, µM (series often up to 114 µM), without a hit: at the top dose activity change, negative = inhibition, actives largely listed as inhibitors | actives 1.3% (n = 340,000); note: potency is the fitted concentration of half-maximal effect; % is set by controls: 0 for no effect and ±100 for the full control effect
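Pol beta (10 nM) and compounds were preincubated 15 min at room temperature, then 50 nM substrate (final) started primer extension/strand displacement. Reads were taken at 0 and 10 min; concentration-response data were fitted to a four-parameter Hill equation.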
GRP78 ERSR act: qHTS for Inducers of the Endoplasmic Reticulum Stress Response (ERSR) in Human Glioma: qHTS; U87-MG GRP78 promoter luciferase reporter, 16 h; actives 0.02% (n = 420,000); Potency, µM, without a hit: top-dose activation, hits mostly activators; note: potency is the fitted concentration of half-maximal effect; series mostly up to about 76 µM; % of control where 0% means no effect; nearly all actives have a fitted effect of over 35% in size
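ERSR induction read as luciferase luminescence (Bright-Glo, 10 min at room temperature) in stably transfected human U87-MG glioma cells exposed to compounds for 16 h, using GRP78 as sensor.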
APE1 inh: qHTS Assay for Inhibitors of the Human Apurinic/apyrimidinic Endonuclease 1 (APE1) | DNA repair nuclease/redox regulator APEX1 (Homo sapiens), P27695 | recombinant APE1, TAMRA/BHQ-2 abasic DNA cleavage fluorescence | Potency, µM (top dose mostly 65.8 µM), for inactives: at the top dose activity change, negative = inhibition, most hits filed as inhibitors | actives 0.35% (n = 350,000);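 note: potency is the fitted concentration of half-maximal effect; plate controls were vehicle for no effect and reference inhibitor for full effect; nearly all actives have a fitted effect of over 55% in size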
Target sequence (P27695 whole entry, looked up): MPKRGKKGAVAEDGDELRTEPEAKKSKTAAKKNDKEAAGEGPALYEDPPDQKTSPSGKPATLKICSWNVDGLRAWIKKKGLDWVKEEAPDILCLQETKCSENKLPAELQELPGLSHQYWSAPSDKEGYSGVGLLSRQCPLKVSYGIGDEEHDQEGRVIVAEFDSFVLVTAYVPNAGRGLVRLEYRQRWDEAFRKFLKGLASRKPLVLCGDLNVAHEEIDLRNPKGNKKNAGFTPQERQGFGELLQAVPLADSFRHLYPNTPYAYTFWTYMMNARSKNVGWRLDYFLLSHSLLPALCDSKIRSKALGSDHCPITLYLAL
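Endonuclease cleavage of a quenched abasic-site DNA duplex (50 nM) by APE1 (0.75 nM) was tracked by TAMRA dequenching. Compounds were preincubated with enzyme 15 min at room temperature; data normalized to buffer-only and DMSO wells plus NSC13755 control.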
BLM inh: qHTS Assay for Inhibitors of Bloom's syndrome helicase (BLM); RecQ-like DNA helicase BLM (Homo sapiens), P54132; recombinant BLM DNA unwinding, fluorescence dequenching; actives 0.2% (n = 350,000); Potency, µM (doses to about 56.1 µM), inactives show at the highest dose activity change, negative = inhibition, hits mostly inhibitors;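 note: potency is the fitted concentration of half-maximal effect; plate controls were vehicle for no effect and no enzyme for full effect; nearly all actives have a fitted effect of over 35% in size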
LDHA inh: qHTS assay for inhibitors of human lactate dehydrogenase; purified LDHA, NADH/diaphorase-resazurin fluorescence; active compounds read low; activity change, % (values are at about 110 or 230 µM); actives 0.15% (n = 480,000); AID 1347041, 2019; in the data active = activity change below about -30%; inconclusive = mostly about -25% to -30%;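 note: plate controls were DMSO wells for no effect and wells without enzyme for full effect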
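Resorufin fluorescence (ex540/em590), read at 0 and 20 min after diaphorase/resazurin addition, reports the NADH left after a 5 min room-temperature reaction of 2 nM human LDH5 with 0.06 mM NADH and 0.2 mM pyruvate.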
POLI inh: qHTS for Inhibitors of Polymerase Iota | DNA polymerase iota (Homo sapiens), Q9UNA4 | Pol iota fluorescent replication assay, 10 min | Potency, µM (highest dose often 115 µM), inactives show at the top dose activity, negative = inhibition, hits mostly inhibitors | actives 1% (n = 390,000) | AID 588590, 2011; note: potency is the fitted concentration of half-maximal effect
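Pol iota at 10 nM preincubated 15 min with compounds at room temperature; reaction started with fluorescent substrate, 50 nM final. Fluorescence read kinetically at 0 and 10 min; buffer-only wells as negative control.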
Pol eta inh: qHTS for Inhibitors of Polymerase Eta; DNA polymerase eta (Homo sapiens), Q9Y253; recombinant Pol eta, fluorescent DNA replication assay; Potency, µM (doses to about 114 µM), for inactives: at the top dose activity change, negative = inhibition, most hits filed as inhibitors; actives 1.2% (n = 390,000); AID 588591, 2011; note: potency is the fitted concentration of half-maximal effect; % is set by controls: 0 for no effect and ±100 for the full control effect
Target sequence (Q9Y253 whole entry, looked up): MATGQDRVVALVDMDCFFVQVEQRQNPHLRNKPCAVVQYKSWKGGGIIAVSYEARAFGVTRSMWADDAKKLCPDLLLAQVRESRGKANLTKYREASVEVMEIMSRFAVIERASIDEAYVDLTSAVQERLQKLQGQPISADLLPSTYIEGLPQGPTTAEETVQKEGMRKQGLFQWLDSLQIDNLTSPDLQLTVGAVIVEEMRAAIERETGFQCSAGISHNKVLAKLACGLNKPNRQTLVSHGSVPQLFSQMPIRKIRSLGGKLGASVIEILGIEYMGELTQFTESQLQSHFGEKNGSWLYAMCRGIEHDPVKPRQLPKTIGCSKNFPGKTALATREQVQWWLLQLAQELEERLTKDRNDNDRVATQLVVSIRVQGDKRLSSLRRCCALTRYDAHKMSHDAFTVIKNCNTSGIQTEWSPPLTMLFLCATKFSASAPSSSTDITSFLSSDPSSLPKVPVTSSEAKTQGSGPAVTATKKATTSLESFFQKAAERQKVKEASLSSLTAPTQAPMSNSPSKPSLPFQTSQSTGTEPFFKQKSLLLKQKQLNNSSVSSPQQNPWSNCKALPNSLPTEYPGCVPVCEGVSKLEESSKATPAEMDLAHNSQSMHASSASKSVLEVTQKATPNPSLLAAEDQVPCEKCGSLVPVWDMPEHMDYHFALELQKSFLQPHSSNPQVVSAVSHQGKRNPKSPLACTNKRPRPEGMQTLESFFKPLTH
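Pol eta at 10 nM preincubated with compounds 15 min at room temperature; reaction started with fluorescent substrate (50 nM final) and read kinetically at 0 and 10 min.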
Starred values were filed as active, the others as inactive; ? = inconclusive; . = no result given; & = joins results of further samples; [ ] = dose if it differs, or a comment. Unless noted, calls come from the whole dose curve; as a rule, active = well fitted curve in the direction sought with a large enough effect; inconclusive = small, poorly fitted or top-dose-only effect, or another doubt; inactive = no such curve, though single readings can be large; an effect the other way counts as inactive or inconclusive. The list is partial. The share of hits here may be higher or lower than overall.

SMILES	Anesthetic bind	POLK inh	POLB inh	GRP78 ERSR act	APE1 inh	BLM inh	LDHA inh	POLI inh	Pol eta inh
O=C(CSc1nnc(-c2ccccc2Br)n1-c1ccccc1)c1ccc(F)cc1	-23%	-6%	55%	-3%	.	-8%	-8	-12%	-12%
O=C(N/N=C/c1ccc(OC(=O)c2ccccc2)c([N+](=O)[O-])c1)c1ccc(O)cc1	5%	-26%	-11%	5%	-4%	1%	-4	-9%	-8%
NS(=O)(=O)c1ccc(CCNC(=O)CCc2ccccc2)cc1	.	3%	.	1%	.	.	6	54%[activator]	-7%
Cc1ccc(-n2nc(-c3cccs3)cc2C(=O)NCC2CCCO2)c(C)c1 (stereo not given)	4%	-5%	-13%	1%	-4%	-22%	2	5%	4%
CC(=O)N1CCOc2ccc(S(=O)(=O)N3CCC(C(=O)Nc4ccc(C)cc4C)CC3)cc21	-3%	15%	15%	-6%	38%	-1%	-1	27%	-9%
CCCCN(C(=O)Nc1ccc(Cl)cc1)C1CCN(C(C)=O)CC1	-1%&-7%	-4%[60.1 µM]	0%&16%	-3%&-4%	-6%	0%&-1%	3&-1	30%&8%	-11%&-13%
Cc1ccc2[nH]c(-c3ccccc3)c(CN3CCCC3)c(=O)c2c1	-8%	2%	0%	4%	13%	-6%	2	42%[activator]	-9%
CCOc1ccccc1NC(=O)NC1Cc2ccccc2C1	1%	-4%	-12%	0%	9%	-2%	-6	-12%	2%
COc1cc(C2c3cc4c(cc3C(O)C3COCC23)OCO4)cc(OC)c1OC (stereo not given)	.	-18%	.	-4%	.	.	40	-2%	-10%
CSc1nc(C)c(C(=O)C[n+]2ccccc2)cc1C#N	6%	-5%	-14%	-5%	14%	5%	2	?	1%
CCN(CC)C(=O)OCCc1cc2ccccc2c(=O)o1	.	-8%	.	-3%	-8%	.	0	11%	-6%
O=C(COc1ccc(Cl)cc1)Nc1ccccc1CO	-10%	-3%	11%	3%	-12%	-3%	-3	15%	-1%
O=C(NC1CCCCC1)c1ccc(N2CCCC2=O)cc1	-5%	-8%	1%	-1%	2%	0%	-6	?	-7%
COC(=O)c1cn(C(=O)c2ccc(C)cc2)c2ccccc12	-5%	-7%	-1%	-1%	9%	-8%	-5&-3	-28%	-4%
Cc1ccc(/C=C/C(=O)Nc2cc(S(=O)(=O)N3CCOCC3)ccc2N2CCOCC2)cc1	.	13%	.	-3%	39%	.	1	-12%	-16%
COc1cccc(C(=O)Nc2ccc(C(=O)NCC3CCCO3)cc2)c1 (stereo not given)	.	-15%	.	-2%	.	.	-5	26%	-12%
CC(Sc1nnc(C2CC2)n1C1CC1)C(=O)NCc1cccs1 (stereo not given)	.	-2%	.	-2%	9%	.	-5	?	-12%
CCOc1ccc(NC(=O)c2cc3ccccc3cc2OC)cc1	-22%	-10%	-5%	4%	13%	-5%	0	81%[activator]	-12%
CCN(CC)c1ccc(NC(=O)Nc2cccc(C(C)=O)c2)cc1	?	-26%	1%	5%	5%	-6%	26	?	-24%
CCc1cccc(NC(=O)C(CC)n2nc(C)c3sc4ccccc4c3c2=O)c1 (stereo not given)	7%	-4%	-2%	-4%	.	-1%	-1	12%	-8%
CCc1nnc(NC(=O)CSc2nnc(-c3cc4ccccc4cc3O)n2CCOC)s1	?	-16%	-6%	-4%	-11%	-4%	9	6%	-5%
COc1ccc(/C(O)=C/Sc2nnc(Cc3ccccc3)o2)cc1	?	-19%	-18%	-2%	-1%	-7%	-1	3%	-7%
CCOc1ccc(S(=O)(=O)NCCC(=O)OCN2C(=O)c3ccccc3C2=O)cc1	-23%	-3%	45%	-1%	0%	-2%	-2	-1%	-3%
COc1ccc(NC2=Nc3ccccc3N3C2=Nc2c(c(C)nn2-c2ccc(C)cc2)C3c2cccnc2)cc1 (stereo not given)	1%	-7%	5%	-4%	-1%	-3%	-6	12%	?
Cc1cccc2sc(NC(=O)C3CCCN(S(=O)(=O)c4cccc5nonc45)C3)nc12 (stereo not given)	-9%	-8%	-19%	3%	2%	-1%	-11	10%	0%

Looked up above.
`O=C(CSc1nnc(-c2ccccc2Br)n1-c1ccccc1)c1ccc(F)cc1` | Pol eta inh: -12%
`COc1cc(C2c3cc4c(cc3C(O)C3COCC23)OCO4)cc(OC)c1OC` (stereo not given) | LDHA inh: 40
`Cc1ccc(-n2nc(-c3cccs3)cc2C(=O)NCC2CCCO2)c(C)c1` (stereo not given) | BLM inh: -22%

Carrying on.
SMILES	Anesthetic bind	POLK inh	POLB inh	GRP78 ERSR act	APE1 inh	BLM inh	LDHA inh	POLI inh	Pol eta inh
Cc1ccc(C(=O)n2cnc3ccccc32)cc1C	-7%	9%	34%	0%	-11%	-3%	-2	25%	-19%
O=S(=O)(Nc1ccc(Cc2ccncc2)cc1)c1ccc(Cl)s1	-22%	-18%	26%	-4%	?	4%	-2	-5%	-9%
O=C(NC(C(=O)O)c1ccccc1)c1ccc(S(=O)(=O)N2CCOCC2)cc1 (stereo not given)	-3%	-6%	-30%	0%	1%	-2%	-3	3%[58.9 µM]	-10%
COC(=O)c1cc(NCc2c(F)cccc2Cl)ccc1N1CCOCC1	-11%	-7%	5%	-2%	13%	-4%	8	-5%	-7%
COc1cc(CNn2nnnc2N)ccc1OCC(=O)NC(C)(C)C	0%	-1%	3%	-3%	-1%	-2%	-1	15%	-12%
Cc1cc2nc(C)n(CCCNC(=O)Nc3cccc4ccccc34)c2cc1C	?	-23%	40µM*	-4%	10%	-22%	-4	?	-3%
CC(=O)N1c2c(cc(Br)cc2S(=O)(=O)N2CCN(C(=O)c3ccco3)CC2)CC1C (stereo not given)	-3%	-7%	17%	-2%	-1%	2%	1	-10%	-7%
Cc1nc(NC(=O)C2CCCC2)sc1Cc1ccc2c(c1)OCO2	-20%	-6%	2%	7%	-2%	-5%	12	13%	-16%
CC(=O)Nc1nnc(SCc2cc(=O)c3cc(C)ccc3[nH]2)s1	16%	-3%[60.1 µM]	40µM*	-2%	.	-18%	-1	79µM*	50µM*
CC1=CC(=O)C2=C(C)CC[C@@H]3[C@@H](OC(=O)[C@H]3C)[C@H]12	-5%[29.3 µM]	-3%[12 µM]	.	-4%	1%[21 µM]	1%[21.4 µM]	.	.	.
O=C(Nc1cccc(NC(=O)c2ccccc2Cl)c1)c1ccco1	-3%	1%	18%	2%	4%	-9%	-1	27%	-21%
CCOc1ccc2c(c1)c(N=Nc1cccc(C(=O)O)c1)c(O)n2C	-7%	-12%	?	2%	8%	-6%	-1	27%	?
Nc1ccccc1C(=O)N1CCC(O)(c2ccc(Cl)cc2)CC1	-10%	-35%	42%	-3%	7%	0%	1	23%	-23%
CCN1CCN(C(=S)Nc2ccsc2C(=O)OC)CC1	-4%	9%	14%	0%	?	0%	-2	18%	-12%
O=C(NC(=S)NNS(=O)(=O)c1ccc(Cl)cc1)c1cccnc1	-5%	-1%	-14%	0%	2%	2%	1	11%	2%
O=C(Oc1c(-c2ccccc2)c(=O)n2c3c(cccc13)CC2)c1ccc(Cl)cc1	5%	1%	-2%	-2%	?	-13%	-10	34%[activator]	-5%
COc1ccccc1NS(=O)(=O)c1cccc(NC(=O)Nc2ccc(Cl)cc2)c1	4%	-14%	4%	4%	-3%	-10%	-10	10%	-10%
Cc1cccc(NC(=O)CSc2nc3nc(C)cc(C)n3n2)c1	-7%	-11%	115%	0%	19%	0%	-5	123%[activator]	-21%
O=C(Nc1ccc2c(c1)OCCO2)C1CCCN(c2ncccn2)C1 (stereo not given)	-9%	-10%	35%	-6%	16%	-5%	-1	2%	-18%
Cc1cc(OC(C)C(=O)N/N=C/CC(C)c2ccccc2)ccc1Cl (stereo not given)	?	-4%	-26%	5%	-6%	-1%	-8	4%	-6%
COc1ccc(NC(=O)C2=CC(c3ccc4c(c3)OCO4)=NS(=O)(=O)N2C)cc1OC	2%	-13%	-1%	2%	.	-3%	-4	56%[activator]	-26%
O=C(N/C=C/c1ccccc1)Nc1ccc(Cl)cc1	-8%	-7%	17%	-6%	9%	-4%	-4	16%	-17%
CC(C)(C)C(C(=O)O)N1CCS(=O)(=O)CC1 (stereo not given)	4%	-3%	30%	-4%	11%	-8%	-2	3%	-13%
COCC(C)N1CCC(n2nccc2NC(=O)c2ccccc2Cl)CC1 (stereo not given)	.	-7%	.	-1%	.	.	-1	-4%	-7%
O=C(c1ccncc1)N1CCC2(CC1)CCN(C(c1ccccc1)c1ccccc1)CC2	.	?	.	-3%	4%	2%	.	.	.
Next section
SMILES	Anesthetic bind	POLK inh	POLB inh	GRP78 ERSR act	APE1 inh	BLM inh	LDHA inh	POLI inh	Pol eta inh
COc1ccc(N(CC(=O)NCc2ccccc2Cl)S(=O)(=O)c2c(C)[nH]c(=O)[nH]c2=O)cc1	-3%	-9%	-30%	-1%	.	1%	2	-1%	3%
Cc1nc2sc(C(=O)NCc3ccc(Cl)cc3)c(NC(=O)c3ccccc3)c2c(C)c1C	2%	-6%	39%	.	.	-1%	-7	-1%	.
O=C(C[n+]1ccccc1Cl)c1ccc2ccccc2c1	.	-6%	.	2%	.	.	-11	20%	.
O=C(CN1CCN(Cc2ccccc2)CC1)N/N=C/C=C/c1ccco1	4%	-12%	22%	-6%	-1%	-4%	3	11%	-8%
Cc1ccc(S(=O)(=O)N2CCN(C(=O)c3cc(-c4ccc(Br)cc4)n[nH]3)CC2)c(C)c1	-9%	5%	17%	0%	.	0%	-21	25%	-15%
CC(NC(=O)CCNS(=O)(=O)c1ccccc1)c1ccccc1 (stereo not given)	-7%	-21%	-9%	-5%	12%	1%	-4	8%	-3%
